TDP1 cell CPT = growth inhibition of DT40 Tdp1-/-;hTDP1 cells with camptothecin (screen for TDP1 inhibitors); chicken DT40 Tdp1-/-;hTDP1 cells + 20 nM CPT, ATP luminescence, 48 h; Potency, µM (doses to about 46.2 µM), for the others: at the top dose activity change, negative = growth inhibition, hits mostly inhibitors; 420,000 compounds, 12% hits; AID 686979; further: nearly all actives have a fitted effect of over 55% in size
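Chicken DT40 Tdp1-/- cells complemented with human TDP1, 400 cells/well, exposed to compounds plus 20 nM camptothecin for at least 48 h at 37 C; viability read as ATP content by CellTiter-Glo luminescence.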
DT40 TDP1 no CPT = qHTS for Inhibitors of human tyrosyl-DNA phosphodiesterase 1 (TDP1): qHTS in cells in absence of CPT | DT40 Tdp1-/- hTDP1 cells, no CPT, ATP luminescence, 48 h | Potency, µM (titrated, usually from 46.2 µM), inactives show top-dose activity change, negative = growth inhibition, actives largely listed as inhibitors | AID 686978, 2013 | 420,000 compounds, 15% hits; further: nearly all actives have a fitted effect of over 55% in size
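Camptothecin absent (DMSO only). Human TDP1-complemented DT40 knockout cells, 400 cells/well, 37 °C for minimum 48 hr; ATP measured via CellTiter-Glo, 30 min dark incubation, luminescence.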
KAT2A inh = blocks human GCN5L2 histone acetyltransferase; 390,000 compounds, 0.21% hits; Q92830; GCN5L2 HAT assay, ThioGlo1 CoA-SH fluorescence; Potency, µM (titrated, usually from 58.9 µM), for inactives: at the top dose activity change, negative = inhibition, actives largely listed as inhibitors; AID 504327
Target sequence (Q92830 whole entry, looked up): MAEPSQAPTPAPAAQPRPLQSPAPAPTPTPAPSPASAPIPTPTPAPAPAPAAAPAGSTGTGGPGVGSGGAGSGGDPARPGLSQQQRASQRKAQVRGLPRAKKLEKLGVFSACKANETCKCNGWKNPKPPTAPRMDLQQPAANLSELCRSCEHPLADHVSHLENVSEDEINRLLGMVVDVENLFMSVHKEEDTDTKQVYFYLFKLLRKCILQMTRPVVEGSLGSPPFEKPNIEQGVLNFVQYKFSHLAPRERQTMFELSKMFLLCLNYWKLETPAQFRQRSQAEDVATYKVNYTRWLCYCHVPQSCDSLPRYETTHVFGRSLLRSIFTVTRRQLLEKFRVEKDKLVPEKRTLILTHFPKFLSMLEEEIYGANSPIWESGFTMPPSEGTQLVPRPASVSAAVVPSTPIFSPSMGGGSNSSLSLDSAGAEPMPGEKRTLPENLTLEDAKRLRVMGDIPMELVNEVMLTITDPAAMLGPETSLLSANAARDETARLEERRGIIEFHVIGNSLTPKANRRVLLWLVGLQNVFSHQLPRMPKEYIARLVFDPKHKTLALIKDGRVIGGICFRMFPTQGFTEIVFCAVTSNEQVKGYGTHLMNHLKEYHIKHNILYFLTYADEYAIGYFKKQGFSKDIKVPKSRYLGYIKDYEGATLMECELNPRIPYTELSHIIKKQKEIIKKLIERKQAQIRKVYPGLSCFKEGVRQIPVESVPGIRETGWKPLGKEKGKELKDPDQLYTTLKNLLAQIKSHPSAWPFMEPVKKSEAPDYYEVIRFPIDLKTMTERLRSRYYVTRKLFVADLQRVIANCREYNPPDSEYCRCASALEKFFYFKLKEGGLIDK
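Compounds, pin-transferred from DMSO stocks, meet 20nM GCN5L2 for 15 min before the reaction begins with H3(1-25) peptide (75uM) and acetyl-CoA (70uM). Thiol-reactive ThioGlo1 reports CoA release over 20 min at room temperature.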
* marks the source's active call; other numbers are inactive results; ? = inconclusive; nt = not tested or not shown; [ ] = remark or other dose. The call rests on the fitted dose curve; in most records, active means well fitted curve in the direction sought with a large enough effect; inconclusive means small, poorly fitted or top-dose-only effect, or another doubt; inactive means no such curve, though single readings can be large; an effect the other way counts as inactive or inconclusive. On the % scale 0 is the no-effect control and ±100 the full control effect; potency means the concentration at half of the fitted maximal effect. Not all compounds are listed (hit frequency here may not be typical).

SMILES	TDP1 cell CPT	DT40 TDP1 no CPT	KAT2A inh
Oc1ccc(Cl)cc1C1C=C(c2ccc3c(c2)OCO3)NC(c2ccc(Br)cc2)N1 (stereo unspecified)	16µM*	?	nt
O=C1c2cc(Cl)ccc2OC2(CCNCC2)C12CC(c1ccc(Cl)cc1)=NO2 (stereo unspecified)	18µM*	18µM*	-8%
NC(=O)C1CN(C(=O)c2nn(Cc3ccccc3)c(=O)c3ccccc23)c2ccccc2O1 (stereo unspecified)	?	?	-8%
CCc1nnc2c3ccccc3nc(Nc3ccc(F)c(Cl)c3)n12	18µM*	18µM*	-4%
CC(C)Nc1nnc(SC(C)C(=O)NCc2ccc3c(c2)OCO3)s1 (stereo unspecified)	30%	-1%	-5%
CC(C)C(=O)Nc1cccc(C(=O)Nc2nnc(CC(C)(C)C)s2)c1	-21%	?	1%
CNC(=O)CSc1nnc(-c2ccc(S(=O)(=O)N3CCCC3)cc2)n1-c1cccc(C)c1C	-35%	-25%	-8%
CN(C(=O)CSc1nncn2c1cc1occc12)c1ccccc1	?	26µM*	-3%
Cn1cccc1C(=O)OCC(=O)NNC(=O)c1ccc([N+](=O)[O-])cc1	5%	-3%	-3%
O=C(O)C1C2CCC(C2)C1C(=O)NCCCn1ccnc1 (stereo unspecified)	-16%	3%	-3%

The closing 5 compounds of the section before lead into the next.
SMILES	TDP1 cell CPT	DT40 TDP1 no CPT	KAT2A inh
CC(C)C(=O)Nc1cccc(C(=O)Nc2nnc(CC(C)(C)C)s2)c1	-21%	?	1%
CNC(=O)CSc1nnc(-c2ccc(S(=O)(=O)N3CCCC3)cc2)n1-c1cccc(C)c1C	-35%	-25%	-8%
CN(C(=O)CSc1nncn2c1cc1occc12)c1ccccc1	?	26µM*	-3%
Cn1cccc1C(=O)OCC(=O)NNC(=O)c1ccc([N+](=O)[O-])cc1	5%	-3%	-3%
O=C(O)C1C2CCC(C2)C1C(=O)NCCCn1ccnc1 (stereo unspecified)	-16%	3%	-3%
CC(C)OC(=O)c1cccc(C(=O)Nc2cccc(NC(=O)c3cccc(C(=O)OC(C)C)n3)n2)n1	?	2.1µM*	-3%
CSc1nc2ccccc2nc1N(C)S(=O)(=O)c1ccc(C)cc1	?	?	-2%
O=C(Nc1cccnc1)c1cc(-c2ccc3c(c2)OCO3)on1	-3%	-1%	-8%
Cc1cccc(OCCCn2c(CCNC(=O)C(C)(C)C)nc3ccccc32)c1	?	?	1%
CCc1cccc(NC(=O)CS(=O)Cc2nc(-c3ccc(C)cc3)oc2C)c1 (stereo unspecified)	?	16µM*	-13%
COC(C(=O)Nc1ccc(S(=O)(=O)N2CCCCC2)cc1)c1ccccc1 (stereo unspecified)	?	-22%	-2%
Cn1c(=O)n(C)c2cc([N+](=O)[O-])c(N3CCN(C(=O)c4ccccc4Br)CC3)cc21	?	21µM*	-5%
O=C(CSc1nnc(-c2ccccn2)n1Cc1ccccc1)N1CCCC1	-3%	-2%	-4%
CC1(C)C(C(=O)OCC(Cl)(Cl)Cl)N2C(=O)C(NC(=O)Cc3ccccc3)C2S1=O (stereo unspecified)	-9%	0%	-1%
CN(CC(=O)Nc1ccc(Cl)c(Cl)c1)C(=O)C12CC3CC(CC(C3)C1)C2	?	?	-6%

Reprinted from the entries so far, seven compounds:
SMILES	TDP1 cell CPT	DT40 TDP1 no CPT	KAT2A inh
O=C(Nc1cccnc1)c1cc(-c2ccc3c(c2)OCO3)on1	-3%	-1%	-8%
Cc1cccc(OCCCn2c(CCNC(=O)C(C)(C)C)nc3ccccc32)c1	?	?	1%
CCc1cccc(NC(=O)CS(=O)Cc2nc(-c3ccc(C)cc3)oc2C)c1 (stereo unspecified)	?	16µM*	-13%
COC(C(=O)Nc1ccc(S(=O)(=O)N2CCCCC2)cc1)c1ccccc1 (stereo unspecified)	?	-22%	-2%
Cn1c(=O)n(C)c2cc([N+](=O)[O-])c(N3CCN(C(=O)c4ccccc4Br)CC3)cc21	?	21µM*	-5%
O=C(CSc1nnc(-c2ccccn2)n1Cc1ccccc1)N1CCCC1	-3%	-2%	-4%
CC1(C)C(C(=O)OCC(Cl)(Cl)Cl)N2C(=O)C(NC(=O)Cc3ccccc3)C2S1=O (stereo unspecified)	-9%	0%	-1%

A few values from the list:
DT40 TDP1 no CPT result of O=C(CSc1nnc(-c2ccccn2)n1Cc1ccccc1)N1CCCC1 → -2%
KAT2A inh result of CN(CC(=O)Nc1ccc(Cl)c(Cl)c1)C(=O)C12CC3CC(CC(C3)C1)C2 → -6%
KAT2A inh result of CSc1nc2ccccc2nc1N(C)S(=O)(=O)c1ccc(C)cc1 → -2%

(list continues)
SMILES	TDP1 cell CPT	DT40 TDP1 no CPT	KAT2A inh
COCCCNC(=O)C1=CCN(S(=O)(=O)c2ccc(C)cc2)CC1	-6%	8%	-3%
CC(C)(C)C(=O)C1=C(O)C(=O)N(Cc2ccccc2)C1c1ccccc1F (stereo unspecified)	-12%	-4%	-11%
CC1=C(C(=O)Nc2ccccn2)C(c2ccc(F)cc2)n2ncnc2N1 (stereo unspecified)	-7%	-1%	-4%
O=C1NC(Cc2ccccc2)c2nc3cc(F)ccc3c(=O)n2-c2cc3ccccc3cc21 (stereo unspecified)	5.2µM*	5.8µM*	nt
NC(=O)c1nsc(C(=O)N(Cc2ccco2)C(C(=O)NCc2ccc(F)cc2)c2ccc(O)cc2)c1N (stereo unspecified)	16µM*	?	-6%
CCCCC(=O)Nc1ccc(OCc2cc(=O)n3ccc(C)cc3n2)cc1	-25%	-25%	-11%
CC(C)c1ccc(CN2CCN(C(=O)CCl)CC2)cc1	1.2µM*	0.73µM*	-5%
COc1ccc(OC)c(-n2c(N)c(C(=O)NCC3CCCO3)c3nc4ccccc4nc32)c1 (stereo unspecified)	?	?	-8%
Cc1ccc(Cn2c(=O)n(CCC(=O)NCc3ccc4c(c3)OCO4)c(=O)c3ccccc32)cc1	1%	-15%	3%
Fc1ccc(CSc2nnc(-c3cccnc3)o2)cc1	-9%	-15%	-3%
O=C(COC(=O)c1ccc(F)cc1)NC1CC1	0%	-27%	-12%
O=C(COC(=O)CNS(=O)(=O)c1ccc(F)c(F)c1F)NC1CCCC1	-18%	-24%	-3%
O=C(Cn1cnc2ccccc2c1=O)c1c[nH]c2ccccc12	?	?	-3%
Cc1ccc(CN2C[C@H](Sc3ccccn3)C[C@H]2C(=O)Nc2ccc3sc(C)nc3c2)c(C)c1	20%[9.04 µM]	-16%	nt
COCC(=O)N(C)C[C@H]1Oc2cc(Br)ccc2S(=O)(=O)N([C@H](C)CO)C[C@H]1C	-10%	-22%	nt
C=CCNCC(=O)Nc1sc2c(c1C(=O)Nc1ccc(OC)cc1OC)CCC2	?	?	-18%
CCOc1ccc(CC(=O)Nc2ccc(NC(=O)c3ccco3)cc2)cc1OCC	?	-6%	-5%
Cc1nnc(SCc2ccccc2)nc1-c1ccccc1	?	?	nt
COc1ccc2oc(C(=O)OCC(=O)NC3CC3)c(C)c2c1	-12%	4%	-22%
C1CCC(n2nnnc2CN2CCCC2)CC1	?	-1%	-4%
COC(=O)Nc1nnc(/C=C/c2ccc(OC)cc2)s1	-21%	?	-18%
Cc1ccsc1C(=O)OCC(=O)NC1CCCCC1C (stereo unspecified)	1%	7%	-14%
COc1ccccc1CN1CCN(Cc2nc(Cc3ccccc3)no2)CC1	-10%	-16%	1%
Cc1oc(/N=C/c2ccc(Cl)cc2Cl)c(C#N)c1C	-11%	-19%	3%
Cc1ccc(Nc2ncccc2C(=O)NCc2cccs2)c(C)c1	-18%	?	-16%
COC(=O)CSC1=C(C#N)C(c2cccc(F)c2)CC(=O)N1 (stereo unspecified)	?	23µM*	-16%
COc1ccc(NC(=O)CN(C)S(=O)(=O)c2ccc(C)cc2)c([N+](=O)[O-])c1	-5%	-4%	2%
Cc1ccc(-c2nn3cnnc3c3ccccc23)cc1C	?	?	-6%
CCN(CC)S(=O)(=O)c1ccc(N(C)Cc2cccnc2)nc1	?	-29%	2%
Cc1nc2cc(NC(=O)Nc3cccc([N+](=O)[O-])c3)ccc2n1C	-1%	-19%	-12%
O=c1c(CCc2ccccc2)nc2cncnc2n1Cc1ccc(F)cc1	?	?	-14%
O=C(c1csnn1)N1CCC2(CCCN(c3ccncc3)C2)CC1	2%	?	2%
CC1(C(=O)NCCCNc2ncc(C(F)(F)F)cc2Cl)C=CCN1C(=O)c1ccccc1 (stereo unspecified)	?	?	-2%
CC1(c2cccc(Br)c2)NC(=O)N(CC(=O)N2CCN(C(=O)c3ccco3)CC2)C1=O (stereo unspecified)	-24%	0%	-3%
CC1CCCCC12NC(=O)N(CC(=O)N1CCN(C(=O)c3ccco3)CC1)C2=O (stereo unspecified)	-10%	19%	-9%
Cc1ccc2[nH]c(=O)c(CN(Cc3ccccc3)Cc3nnnn3Cc3ccccc3)cc2c1	?	13µM*	nt
COc1cccc(NC2=CC(=O)CC(C)(C)C2)c1	-4%	3%	-1%
O=C(NCCc1ccc(Cl)cc1)c1cnc2sc(N3CCOCC3)nn2c1=O	-4%	1%	-5%
O=C(c1ccncc1)N1CCC2(CCCN(c3cccc(-c4ccccc4)c3)C2)CC1	?	?	-28%
Cc1ccc(C(=O)NN2C(=O)c3ccc(S(=O)(=O)c4ccc(C(=O)O)cc4)cc3C2=O)cc1	18µM*	?	-2%
Cc1cc(OCCn2ccnc2)cc(C)c1Cl	-28%	?	4%
COc1cc(OC)cc(-c2c(-c3cccs3)c3cc(-c4ccc5c(c4)OCCO5)ccc3n2C)c1	?	15µM*	-7%
O=Cc1c(N2CCN(CCO)CC2)nc2ccccn2c1=O	-9%	2%	2%
Cc1nnsc1C(=O)NNc1ccc(C(C)(C)C)cc1	?	?	-5%
Cc1cc(C)c(C#N)c(SCC(=O)C(C)(C)C)n1	-1%	-9%	-13%
Cc1ccc(NC(=O)CSCC(=O)Nc2sccc2C#N)cc1	3%	2%	-3%
COc1ccc(-c2csc(Nc3ccc(Oc4ccccc4)cc3)n2)cc1	18µM*	16µM*	nt
CCCOC(=O)C1[C@H]2C(=O)N(Cc3ccco3)C[C@]23C=C[C@H]1O3 (stereo partly specified)	2%	2%	-1%
Cc1c(C)n(C(=O)CN2CCC(C)CC2)c2ccccc12	-1%	-12%	0%
O=C1NC[C@H](Cc2ccc(O)cc2)N(C[C@@H]2CCCN2C[C@H](Cc2ccc(O)cc2)N2C[C@H](Cc3ccccc3)N(CC3CCCCCC3)C(=O)C2=O)C1=O	?	?	nt

The listing continues:
SMILES	TDP1 cell CPT	DT40 TDP1 no CPT	KAT2A inh
COc1ccc(NC(=O)COC(=O)/C=C/c2cccs2)c(OC)c1	-18%	-15%	-1%
Cc1cc(C)cc(N2CCn3c2nc2c3c(=O)n(CCCc3ccccc3)c(=O)n2C)c1	-1%	-7%	1%
COc1cccc(NC(=O)CN2CCC(C)CC2)c1	-2%	-1%	-6%
O=C(Nc1cccc(S(=O)(=O)NC2=NCCC2)c1)c1cn(-c2ccccc2)nc1-c1ccc(F)cc1	3.7µM*	2.6µM*	-12%
COc1ccccc1/C=C1\SC(=S)N(CCC(=O)NNC(=O)c2ccccc2O)C1=O	?	?	?
Cc1cc(CCN2CCC(=O)NC2=O)ccc1OC(C)C	6%	-5%	0%
CC(C)Cn1c(=O)c2sccc2n2c(CCCC(=O)Nc3ccc(Cl)cc3)nnc12	?	18µM*	1%
CCCCCCCCN1C(=O)[C@H](CC(=O)N2CCC(c3ccccc3)CC2)C[C@@]2(C(=O)OC)CC(C)(C)CC=C12	?	16µM*	nt
Cc1cccc(-c2nnc(SCC#N)n2Cc2ccccc2)c1	-2%	3%	3%
COc1cc(OC)cc(C(=O)Nc2ccc(-c3nc4ccccc4o3)c(O)c2)c1	18µM*	16µM*	-25%
COc1cc(NC(=O)C2CCCN2S(=O)(=O)c2cccc3cccnc23)cc(OC)c1OC (stereo unspecified)	-1%	2%	2%
CC(C)(C)C(=O)Nc1ccc(-c2cnco2)cc1	18%	-4%	-2%
Cc1ccc(C(=O)NCCNS(C)(=O)=O)cc1	-26%	13%	0%
O=c1cc(Cl)nc2ccccn12	-26%	-14%	nt
OC(c1ccccc1)c1nc(-c2cnc3ccccc3c2)cs1 (stereo unspecified)	?	?	nt
Cc1cc(=S)nc(-c2ccccn2)[nH]1	3.3µM*	4.6µM*	70%[activator]
O=C(NCc1ccccc1)OCCN1CCN(Cc2ccccc2)CCC1=O	?	?	15%[88.6 µM]
CCOc1ncccc1C(=O)OCC(=O)c1cc(OC)ccc1OC	?	-11%	-6%
Fc1ccc(CSc2nc3ccccc3[nH]2)c2ccccc12	?	21µM*	-5%

Screening data as filed in PubChem BioAssay.
